IEC-6 tox = kills IEC-6 intestinal cells in KLF5 counter-screen | IEC-6 cytotoxicity, luminescence viability | inhibition, % at 5 µM | AID 1825 | hit rate 0.78% among 290,000; in the data active = inhibition above about 22%;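 note: 0% = plate median of test compound wells and 100% = cytotoxic reference compound wells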
KLF5 inh = inhibitors of KLF5 expression. DLD-1 KLF5 promoter-luciferase reporter, luminescence. inhibition, % at 5 µM. hit rate 0.23% among 290,000;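 active = inhibition above a per-plate limit of that plate's mean compound inhibition plus 3 SD, cut at about 60% in these data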;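 note: 0% = DMSO wells and 100% = LY294002 at 200 µM; higher means less KLF5 promoter-driven luciferase light; inactives centre near -14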
HSF1 inh = HSF1 inhibition; NIH3T3-HGL HSE-luciferase, MG132-induced, luminescence 8 h; hits give low values; hit rate 0.77% among 300,000; AID 2098; activity change, negative = inhibition, % at 7.5 µM (by protocol);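 active = more than half of replicate wells show activity change below -50%, luminescence cut by over half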;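 note: luciferase reports HSF-1 transcriptional activity via heat shock element; 0% = median of DMSO wells and -100% = zero luminescence signal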
HSP90 refold inh = blocks HSP90-mediated luciferase refolding in reticulocyte lysate; AID 1789; Rabbit reticulocyte lysate, luciferase refolding luminescence, 3 h; inhibition, % at 5.6 µM; hit rate 0.91% among 290,000;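 active = inhibition above the screen-wide mean plus 3 SD, computed separately per campaign, cut at about 16% in these data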;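 note: 0% = DMSO wells and 100% = 60 µM geldanamycin wells; inhibitors lower the luminescence because luciferase stays unfolded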
GSK3beta inhib = blocks human GSK3beta kinase activity; hit rate 0.038% among 300,000; P49841; AID 2097; activity score (negative = inhibition), % at 10 µM; GST-GSK3beta kinase, ADP-Glo luminescence, 60 min; hits give low values;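 active = more than half of replicate wells score below -50%, meaning over 50% inhibition versus plate controls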;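 note: 0% = median DMSO wells and -100% = median GW8510 positive control wells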
Target sequence (P49841 whole entry, looked up): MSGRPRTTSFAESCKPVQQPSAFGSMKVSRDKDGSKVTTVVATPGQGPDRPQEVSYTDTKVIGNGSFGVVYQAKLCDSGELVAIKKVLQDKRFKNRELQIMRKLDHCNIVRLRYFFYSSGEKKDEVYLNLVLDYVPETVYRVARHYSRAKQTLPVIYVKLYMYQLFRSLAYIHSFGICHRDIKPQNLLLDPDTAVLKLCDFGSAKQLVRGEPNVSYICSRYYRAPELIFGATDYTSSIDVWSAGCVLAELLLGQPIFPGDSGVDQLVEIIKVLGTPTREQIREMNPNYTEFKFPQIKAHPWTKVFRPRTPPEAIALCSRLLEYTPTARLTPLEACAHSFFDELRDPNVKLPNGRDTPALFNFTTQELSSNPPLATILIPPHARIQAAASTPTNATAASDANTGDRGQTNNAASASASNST
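Test system: GST-fused GSK3beta enzyme, cell-free | Quantity: 1.6 ng GST-GSK3beta enzyme per well | Reagent: 25 µM ATP with peptide substrate | Schedule: 60 min enzyme reaction, room temperature | Signal: Luminescent ADP-Glo measurement of ADP formed | Read-out basis: Score relative to plate controls | Control set: DMSO and 20 µM GW8510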
AI-2 QS modul = Vibrio harveyi AI-2 quorum sensing modulation; Vibrio harveyi JMH597 AI-2 luminescence/OD600 ratio, 9 h; hits give low values; strain lacks LuxN and CqsS sensors; 0 = neutral-control median; activity change, % at 7.5 µM; hit rate 0.4% among 300,000; in the data active = activity change below about -75%, passing the limit was not always enough;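 note: luminescence divided by OD600 gain over 9 h not by final OD600 alone; inactives centre near 13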
aSyn 5UTR inh = 5' untranslated region of α-synuclein, MLPCN primary screen | hit rate 0.82% among 300,000 | inhibition, % (tested at 7.5 µM) | alpha-synuclein 5'UTR reporter, inhibitor activity; in the data active = inhibition above about 60%;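 note: H4 neuroglioblastoma cells stably carrying SNCA 5'UTR luciferase fusion; 0% = DMSO wells and 100% = positive control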
HIF act = HIF pathway transcriptional activation. activation, % at 7.5 µM (by protocol). hit rate 0.32% among 300,000. U2OS HRE-luciferase reporter, luminescence; normalized: DMSO 0%, desferrioxamine 100%;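 active = mean activation of at least 10% of the iron chelator positive control signal, with at least half of replicates also reaching 10%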
HSF1 activator = increases HSF-1 driven luciferase reporter signal; hit rate 1.7% among 300,000; NIH3T3-HGL HSF-1 luciferase reporter, MG132, 8 h; 100% = twice DMSO control signal; activation, % at 9 µM;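 active = mean replicate activation of at least 50% with a set share of replicates each reaching 50%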;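 note: 0% = median of the neutral control wells and 100% = twice that signal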
GSK3 alpha inh = inhibitors of human GSK-3 alpha kinase | P49840 | ADP-Glo luminescence, 60 min | inhibition, % at 10 µM | hit rate 0.1% among 320,000 | AID 2650;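 in the data active = inhibition above about 50%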;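 note: GST-tagged GSK-3 alpha with peptide substrate and 25 µM ATP; 0% = DMSO neutral wells and 100% = GW8510 positive control wells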
Target sequence (P49840 whole entry, looked up): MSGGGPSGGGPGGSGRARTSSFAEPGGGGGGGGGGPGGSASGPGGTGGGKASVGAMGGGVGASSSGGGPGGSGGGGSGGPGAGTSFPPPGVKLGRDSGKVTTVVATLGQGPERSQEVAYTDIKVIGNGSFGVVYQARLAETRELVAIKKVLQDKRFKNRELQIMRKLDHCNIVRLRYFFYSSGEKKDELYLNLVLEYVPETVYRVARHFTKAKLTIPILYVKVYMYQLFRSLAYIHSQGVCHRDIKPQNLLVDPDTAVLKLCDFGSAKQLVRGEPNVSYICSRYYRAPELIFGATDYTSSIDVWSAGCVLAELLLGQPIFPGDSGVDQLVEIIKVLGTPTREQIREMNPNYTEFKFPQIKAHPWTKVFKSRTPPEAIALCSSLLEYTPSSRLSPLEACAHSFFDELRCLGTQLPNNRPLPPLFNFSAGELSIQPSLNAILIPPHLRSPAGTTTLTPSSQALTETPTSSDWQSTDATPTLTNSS
Starred values were filed as active, the others as inactive; / = no result given. Rows are unselected; overall some 4.7% were active at least once.

Structure	IEC-6 tox	KLF5 inh	HSF1 inh	HSP90 refold inh	GSK3beta inhib	AI-2 QS modul	aSyn 5UTR inh	HIF act	HSF1 activator	GSK3 alpha inh
CCSc1nc(C)c(C)c(=O)[nH]1	-1.6	-13.5	-10.6	0.0	0.4	1.9	5.4	1.1	4.7	/
Nc1cc(C(=O)N/N=C/c2cccc([N+](=O)[O-])c2)n[nH]c1=O	-7.9	-0.2	-5.1	-3.7	1.4	23.3	-10.3	-0.3	-1.4	0.2
Cc1ccc2oc3nc(C)c(C(=O)O)cc3c(=O)c2c1	4.6	-35.7	3.1	6.9	-12.0	13.0	-102.6	0.7	0.4	6.5
CCOc1ccc(CN(CC)C(=O)Cc2c[nH]c3ccccc23)cc1OC	3.0	-9.4	-6.1	1.3	/	/	22.3	-1.6	8.0	-1.4
CCCCCc1ccc(S(=O)(=O)NCCc2ccncc2)cc1	-3.0	-16.9	-1.0	-4.5	1.2	32.3	-13.0	-0.4	5.9	-0.8
COCCN1Cc2cc3cc(C)ccc3nc2SC1=Nc1cccc(OC)c1	0.4	-12.3	2.8	4.0	0.9	36.8	12.6	0.6	-0.6	-0.1
COc1ccccc1C(=O)NCC(=O)Nc1ccccc1	10.2	7.3	1.8	2.8	-4.0	16.6	-5.5	0.0	26.3	7.7
C#CCOC(=O)Nc1cccn(Cc2c(Cl)cccc2Cl)c1=O	5.0	-21.7	8.9	0.6	0.3	5.6	-21.6	2.2	13.3	-2.3
Cn1c(=O)c2nnn(/N=C(\c3ccccc3)C3CC3)c2n(C)c1=O	-4.8	-9.9	-9.5	1.6	3.3	28.9	1.4	-0.4	2.8	-0.2
Cc1nnc(SCC(=O)Nc2ccc(N(C)C)cc2)n(N)c1=O	-8.6	-37.1	3.0	-7.2	1.2	20.4	-37.2	-0.7	20.8	-0.5
CC(C)c1ccc(NC2CCCN(C(=O)c3cnn(C(C)C)c3)C2)cc1 (stereo not drawn)	-2.6	-17.2	-5.4	-6.0	0.4	23.6	3.3	0.4	-4.8	-3.8
COCCN(C(=O)CCC(=O)Nc1ccccn1)C(C(=O)NC(C)C)c1ccc(Cl)cc1 (stereo not drawn)	-0.2	-15.0	-4.9	83.7*	/	/	4.8	-0.2	-3.9	1.3

Record cards, as listed above:
Listed for Cn1c(=O)c2nnn(/N=C(\c3ccccc3)C3CC3)c2n(C)c1=O : IEC-6 tox: -4.8; KLF5 inh: -9.9; HSF1 inh: -9.5; HSP90 refold inh: 1.6; GSK3beta inhib: 3.3; AI-2 QS modul: 28.9; aSyn 5UTR inh: 1.4; HIF act: -0.4; HSF1 activator: 2.8; GSK3 alpha inh: -0.2
Listed for Cc1nnc(SCC(=O)Nc2ccc(N(C)C)cc2)n(N)c1=O : IEC-6 tox: -8.6; KLF5 inh: -37.1; HSF1 inh: 3.0; HSP90 refold inh: -7.2; GSK3beta inhib: 1.2; AI-2 QS modul: 20.4; aSyn 5UTR inh: -37.2; HIF act: -0.7; HSF1 activator: 20.8; GSK3 alpha inh: -0.5

Continuation:
Structure	IEC-6 tox	KLF5 inh	HSF1 inh	HSP90 refold inh	GSK3beta inhib	AI-2 QS modul	aSyn 5UTR inh	HIF act	HSF1 activator	GSK3 alpha inh
CCc1cc2c(=O)[nH]c(CC(N)=O)nc2s1	0.0	-9.6	-6.6	0.0	-1.6	13.8	5.3	0.1	0.7	-0.4
CCOc1ccc(S(=O)(=O)Nc2nccs2)cc1	2.9	-12.9	/	-1.2	-0.9	23.2	23.2	-0.1	/	5.7
Cc1ccccc1NS(=O)(=O)c1ccc2c(c1)NC(=O)CO2	7.8	-26.1	8.2	4.0	-2.0	0.8	4.5	-0.4	60.6*	-3.3
CC(NC(=O)c1ccco1)C(=O)N1CCN(c2ccccc2)CC1 (stereo not drawn)	4.4	-17.3	6.7	5.8	2.9	6.9	-15.3	-0.4	-14.2	0.8
COc1ccc(Nc2nnc(SCC3CCCO3)s2)cc1 (stereo not drawn)	4.1	-25.5	8.5	0.3	1.6	21.6	-104.7	2.7	8.1	2.5
COc1cc2nc(CSc3nc(-c4ccc(F)cc4)cs3)[nH]c(=O)c2cc1OC	6.7	-13.4	21.1	2.3	0.1	-1.8	20.5	-0.2	66.7*	-6.0
O=C(O)C1C2CCC(O2)C1C(=O)NCc1ccncc1 (stereo not drawn)	5.7	-14.0	-3.7	7.5	2.4	21.1	3.6	0.1	-9.5	-0.6
CCc1ccccc1NC(=O)CC(c1ccc(OC)cc1)n1cccc1 (stereo not drawn)	2.6	-7.5	30.1	-3.2	-2.4	13.7	-8.2	0.1	81.2*	-0.7
CC(OC(=O)C1=Cc2ccccc2OC1)C(=O)NC1CCCC1 (stereo not drawn)	5.7	-9.8	-2.4	-1.1	3.4	8.2	20.8	0.1	-11.0	0.7
COc1cccc(NC(=S)/C(=C(\[O-])c2ccc(OC(F)F)cc2)[n+]2ccccc2)c1	0.2	12.6	9.2	2.0	6.9	-1.6	-66.5	2.8	21.2	-1.1
COCCNC(=O)CCCn1c(=O)c2cc(OC)c(OC)cc2n(CC(=O)Nc2ccc(C)c(F)c2)c1=O	-0.1	-4.2	/	-3.8	-1.6	-2.3	17.0	/	/	3.8
COc1ccc(CCNC(=O)C2CCN(S(=O)(=O)c3ccc(C)cc3)CC2)cc1	3.7	-36.8	-7.9	-2.0	-2.0	13.2	28.1	-0.2	1.7	8.3
Nc1ccc(N2CCOCC2)c2nonc12	-3.0	-20.1	-2.7	12.8	-3.5	17.5	29.7	-1.6	0.5	-0.7
COc1ccc(CC(=O)NCC2CCCN(Cc3ccccc3Cl)C2)cc1 (stereo not drawn)	-6.6	-11.0	-47.5	-3.8	0.8	7.2	-4.9	0.1	-59.5	-2.5
COc1ccc(NC(=O)CN(C)C(=O)c2cc3c(s2)CCC3)cc1	/	/	-4.9	/	1.1	16.1	1.5	1.0	-8.6	-2.2
COCC(C)n1c(C)cc(C(=O)COC(=O)c2ccc3ncsc3c2)c1C (stereo not drawn)	-3.0	0.5	/	1.7	/	/	/	/	/	-1.7
Cc1ccc(NC(=O)CSc2ncccn2)cc1S(=O)(=O)N1CCCCC1	/	/	-14.2	/	-0.2	41.6	4.0	-0.5	-15.6	2.3
CCCc1cc(=O)n2[nH]c(C)cc2n1	-1.4	-10.3	3.0	-1.9	-0.7	14.3	3.0	0.1	4.2	-0.2
COc1cc(/C=N/NC(=O)Cc2ccc(Br)cc2)cc(OC)c1O	-1.7	-9.1	5.3	-0.7	1.5	9.0	1.6	-0.1	3.2	4.0
O=C(COC(=O)[C@H](Cc1ccccc1)NC(=O)c1cccs1)Nc1ccccc1C(F)(F)F	3.4	1.0	-2.7	2.4	0.3	20.8	3.6	0.0	-7.4	-0.5
CCC(=O)c1ccc(OCC(=O)OCC(=O)NCC2CCCCC2)cc1	/	/	-0.7	/	-5.5	10.2	-3.8	0.0	-2.4	-1.9
CC1=CC(=C2N=C(c3ccccc3)OC2=O)C=C(C)O1	-4.4	-3.8	6.9	3.0	-3.0	24.4	-146.0	1.4	21.2	-2.7
CCN(CC)C(=S)SCC(=O)Nc1cccc(C(F)(F)F)c1	-2.3	1.4	-0.3	0.6	-1.8	9.6	6.7	-25.6	12.1	-2.1
Cc1cccn2cc(COc3ccc(-c4ccccc4)cc3)nc12	-12.0	-40.6	35.7	1.2	-0.8	26.6	-54.1	3.3	68.9*	/
Oc1ccccc1C1NN=C(c2ccccc2)S1 (stereo not drawn)	-11.1	-66.2	71.2	24.5*	1.4	6.1	-80.1	-1.8	81.2*	-1.5
CC(C)(C)OC(=O)[C@H](Cc1ccccc1)NC(=O)c1nc[nH]c1C(=O)NCCCCCN	/	/	-4.1	/	-2.3	17.4	-19.7	-2.7	4.2	-0.7
O=S(=O)(Nc1ccc(-n2cccc2)cc1)c1ccc(Cl)c(Cl)c1	2.9	-2.1	/	2.0	-1.0	32.9	/	/	/	-2.4
COc1ccc2c(Cl)c(C(=O)NN)sc2c1	-9.4	-22.1	0.3	-1.4	-3.4	18.2	17.2	0.1	-3.2	0.5
CCc1ccc(OCC(=O)NNC(=O)Cc2c(F)cccc2Cl)cc1	/	/	-2.0	/	1.2	34.3	6.9	0.3	-7.4	-1.0
COc1ccc(CCNC(=O)CC(c2ccccc2)c2cc(C)ccc2O)cc1OC (stereo not drawn)	3.2	11.8	-4.4	7.8	0.9	35.8	11.1	-0.9	-5.5	-1.0
CCOC(=O)CNC(=O)c1cccnc1Oc1ccc(Cl)cc1	-3.2	-7.5	-0.2	1.0	0.6	10.9	15.3	-2.1	-11.2	-2.5
Oc1ccc(Br)cc1CNc1cccc2cccnc12	44.5*	4.8	16.2	25.4*	0.7	2.5	11.8	0.2	18.9	-0.8
Brc1cccc2sc(N3CCN(c4ccccc4)CC3)nc12	-2.3	-8.1	13.9	-4.1	1.6	-1.1	-51.9	2.6	29.8	1.4
CCOC(=O)C(NCc1ccc(OC)cc1)(NC(C)=O)C(F)(F)F (stereo not drawn)	1.8	3.8	-9.5	1.2	1.9	14.1	14.2	-0.2	-21.3	-2.3
O=C1CC(Cc2ccc(Br)cc2)C(=O)N1c1ccccc1 (stereo not drawn)	-3.8	-23.0	10.2	-1.2	0.4	34.9	-10.0	0.2	15.9	0.4
COc1cccc(N2CCN(C(=O)CCCCCNc3nc(=S)[nH]c4ccccc34)CC2)c1	-0.1	-15.4	-3.5	-2.1	-4.8	10.8	-2.8	-1.0	12.1	0.3
O=C(COC(=O)CSc1nnc(-c2ccc(Cl)cc2)o1)NCc1ccc2c(c1)OCO2	-1.4	-40.6	-18.5	-0.2	1.2	19.5	14.4	0.1	-10.9	-1.5
O=C(O)c1ccc(N/C(=N\S(=O)(=O)c2ccc(Cl)cc2)c2ccccc2)cc1	4.3	-2.2	-3.6	6.3	6.5	18.0	9.2	0.3	-1.9	-0.9
Cc1n[nH]c(=O)nc1Nc1ccc(O)cc1	-1.7	-14.6	1.4	3.6	-3.4	25.6	-4.1	0.0	-1.1	2.5
CCn1cc(C(=O)N2CCN(c3ccccn3)CC2)c(=O)c2cc(S(=O)(=O)N(C)C3CCCCC3)ccc21	1.0	4.1	-0.8	0.7	0.7	24.3	-6.4	-1.0	6.8	0.6
CCOC(=O)CCc1c(C)c2ccc(O)cc2oc1=O	1.3	-7.8	-1.6	2.5	1.1	4.4	-1.0	0.3	19.5	-0.5
O=C(CN1C(=O)NC2(CCCC2)C1=O)N1CCN(S(=O)(=O)c2ccc(Cl)cc2)CC1	-5.6	-33.2	-2.6	-1.2	0.0	8.2	-6.3	1.2	1.8	-1.1
Cc1ccccc1OCCC(=O)OCC(=O)NCCc1ccccc1	/	/	-9.0	/	0.0	14.2	-7.1	0.3	3.1	-5.1
CCCn1c(N)nc2ccccc21	-3.4	-21.3	-4.9	-0.9	2.5	19.1	-10.8	-0.5	-5.7	-1.6
